Assay outcomes: PubChem BioAssay, National Center for Advancing Translational Sciences (NCATS)
DT40 TDP1 no CPT – qHTS for Inhibitors of human tyrosyl-DNA phosphodiesterase 1 (TDP1): qHTS in cells in absence of CPT | Potency, µM (series often up to 46.2 µM), for the others: top-dose activity change, negative = growth inhibition, usual class: inhibitors | actives 15% (n = 420,000) | DT40 Tdp1-/- hTDP1 cells, no CPT, ATP luminescence, 48 h | AID 686978, 2013; note: nearly all actives have a fitted effect of over 55% in size
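Camptothecin absent (DMSO only). Human TDP1-complemented DT40 knockout cells, 400 cells/well, 37 °C for minimum 48 hr; ATP measured via CellTiter-Glo, 30 min dark incubation, luminescence.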
N370S GC mod – N370S glucocerebrosidase modulation, Gaucher chaperone candidate; Potency, µM (top dose mostly 59.4 µM), without a hit: top-dose activity change, negative = inhibition, hits mostly inhibitors; actives 0.092% (n = 330,000); N370S GC spleen homogenate, 4MU-glucoside fluorescence; AID 2101;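 note: 0% = full enzyme activity and -100% = no enzyme basal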
TDP1 inh – inhibitors of human tyrosyl-DNA phosphodiesterase TDP1. recombinant TDP1, AlphaScreen DNA substrate cleavage. Potency, µM (doses to about 130 µM), for the others: at the highest dose activity change, negative = inhibition, hits mostly inhibitors. actives 0.28% (n = 350,000). AID 485290; note: nearly all actives have a fitted effect of over 40% in size
Target sequence (Q9NUW8 whole entry, looked up): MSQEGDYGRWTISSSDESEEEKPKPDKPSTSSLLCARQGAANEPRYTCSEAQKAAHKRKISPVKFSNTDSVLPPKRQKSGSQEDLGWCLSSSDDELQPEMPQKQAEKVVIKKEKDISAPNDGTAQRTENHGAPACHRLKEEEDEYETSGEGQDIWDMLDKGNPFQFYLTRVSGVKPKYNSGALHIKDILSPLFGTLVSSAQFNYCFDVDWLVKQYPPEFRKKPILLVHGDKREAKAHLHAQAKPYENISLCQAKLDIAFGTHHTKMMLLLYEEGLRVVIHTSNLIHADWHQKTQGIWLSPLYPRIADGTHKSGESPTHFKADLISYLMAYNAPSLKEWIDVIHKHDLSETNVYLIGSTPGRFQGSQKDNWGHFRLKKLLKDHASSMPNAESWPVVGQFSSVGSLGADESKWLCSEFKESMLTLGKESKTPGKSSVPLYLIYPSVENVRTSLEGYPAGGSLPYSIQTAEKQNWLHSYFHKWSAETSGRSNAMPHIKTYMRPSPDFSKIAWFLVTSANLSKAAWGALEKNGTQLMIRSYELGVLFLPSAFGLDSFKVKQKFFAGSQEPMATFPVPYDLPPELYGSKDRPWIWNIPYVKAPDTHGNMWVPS
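Compounds were preincubated with Tdp1 (1 nM final) for 15 min at room temperature before substrate (15 nM final) started a 5 min reaction; beads (10 ug/ml final) were then added for 10 min before AlphaScreen detection.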
Starred values were filed as active, the others as inactive; ? = inconclusive; nt = no result given; [ ] = another dose, or the depositor's remark. Calls come from the whole dose curve; as a rule, active = well fitted curve in the direction sought with a large enough effect; inconclusive = small, poorly fitted or top-dose-only effect, or another doubt; inactive = no such curve, though single readings can be large; an effect the other way counts as inactive or inconclusive. Unless noted, % is set by controls: 0 for no effect and ±100 for the full control effect; potency is the fitted concentration of half-maximal effect.

#1 O=C(O)Cc1ccc(NC(=O)C2CCCCC2C(=O)O)cc1 (stereo not given)
#2 CC(C)(C)c1ccc(C(=O)NCCN2CCCC2)cc1
#3 CSc1ccc(CN2CCN(C(=O)c3ccncc3)CC2)cc1
#4 CC(=O)Nc1ccc(NC(=O)COc2ccc(Br)cc2C)cc1
#5 COc1ccc(N(CC(=O)N2CCCCCC2)S(=O)(=O)c2ccccc2)cc1
#6 O=C(O)c1ccc(S(=O)(=O)N2CCC(c3nc(-c4ccccc4Cl)no3)CC2)cc1
#7 COc1ccc(NS(=O)(=O)c2csc(C(=O)Nc3ccccc3)c2)cc1
#8 CCCc1nn(C)c2c1C(c1cccnc1)C(C#N)=C(N)O2 (stereo not given)
Compound	1	2	3	4	5	6	7	8
DT40 TDP1 no CPT	-4%	-5%	?	-27%	-22%	-1%	?	-24%
N370S GC mod	-1%	-8%	-9%	12%	-1%	-2%	16%	-12%
TDP1 inh	0%	5%	8%	6%	7%	4%	-1%	2%

Two entries from above, as tab-separated lines:
#	SMILES	DT40 TDP1 no CPT	N370S GC mod	TDP1 inh
7	COc1ccc(NS(=O)(=O)c2csc(C(=O)Nc3ccccc3)c2)cc1	?	16%	-1%
8	CCCc1nn(C)c2c1C(c1cccnc1)C(C#N)=C(N)O2 (stereo not given)	-24%	-12%	2%

(continued)
#9 Cc1ccccc1NC(=O)N1CCCC(c2nc(-c3ccc(F)cc3)no2)C1 (stereo not given)
#10 O=C1CN(C(=O)/C=C/c2ccc(Cl)cc2Cl)CCN1
#11 COc1ccc(NC(=O)c2oc3ccccc3c2NC(=O)c2cc(=O)c3ccccc3o2)cc1
#12 COc1ccc(C2CCCN2C(=S)Nc2cccc(Cl)c2C)cc1OC (stereo not given)
#13 CCC(=O)Nc1cc2c(cc1C(=O)c1ccccc1)OCCO2
#14 NC(=S)N/N=C/c1ccc(-c2ccc([N+](=O)[O-])cc2)o1
#15 CCOC(=O)C1=C(CN2CCc3ccccc32)NC(=O)NC1c1cccc([N+](=O)[O-])c1 (stereo not given)
#16 CCC(c1nnnn1C(C)(C)C)N(CCOC)Cc1cc2cccc(C)c2n2nnnc12 (stereo not given)
Compound	9	10	11	12	13	14	15	16
DT40 TDP1 no CPT	-20%	-12%	?	?	-19%	?	?	nt
N370S GC mod	7%	-7%	nt	4%	10%	-7%	22%	6%
TDP1 inh	-1%	7%	4%	2%	6%	6%	11%	-1%

#17 COC(=O)c1cccc(C(=O)Nc2ccc(C)cc2)n1
#18 COc1ccc(-c2nnc3ccc(SC(C)C)nn23)cc1OC
#19 CCOC(=O)c1cc(C)n(CC2CCC(C(=O)Nc3cccc(Cl)c3)CC2)c1C (stereo not given)
#20 COc1ccccc1C(=O)NCCC(=O)N1CCN(c2ccc(C(F)(F)F)cn2)CC1
#21 COc1cc2c(cc1NC(=O)c1cc(-c3cccnc3)nc3ccc(C)cc13)oc1ccccc12
#22 CCN(CC(=O)Nc1ccccc1C(F)(F)F)C(=O)c1cc(-c2cccs2)nn1-c1ccccc1
#23 Cn1cc(S(=O)(=O)N2CCCCCC2)cc1C(=O)NCc1ccc(Cl)cc1
#24 COc1ccccc1-c1cnnc(N/N=C/c2ccc(-c3cccc(Br)c3)o2)n1
Compound	17	18	19	20	21	22	23	24
DT40 TDP1 no CPT	-27%	13µM*	16µM*	21µM*	?	?	?	23µM*
N370S GC mod	-9%	nt	nt	-9%	-1%	-6%	nt	-1%
TDP1 inh	1%	3%	5%	-1%	3%	1%	-7%	9%

#25 O=C(CN(CC1CCCO1)C(=O)CNS(=O)(=O)c1ccc(Cl)cc1)NCc1ccc(F)cc1 (stereo not given)
#26 CCCSc1ncc(Cl)c(C(=O)Nc2nc3ccc(C)cc3s2)n1
#27 CC1CCN(C(=O)CSc2nc(C(C)C)nc3c2c(=O)n(C)c(=O)n3C)CC1
#28 O=C(c1ccc(COc2ccc(Cl)cc2Cl)o1)N1CCCC1
#29 COc1ccc(S(=O)(=O)Nc2cc3c4c(c2)CCN4C(=O)CC3)cc1
#30 CC(C)C[C@H](NC(=O)OC(C)(C)C)c1nnc(SCc2ccccc2)o1
#31 CCOC(=O)C1=C(COC(=O)c2cc(S(=O)(=O)N(C)C)ccc2C)NC(=O)NC1C (stereo not given)
#32 COc1cccc(NC(=O)c2nc3ncccn3n2)c1
Compound	25	26	27	28	29	30	31	32
DT40 TDP1 no CPT	-30%	-25%	18µM*	18µM*	1%	23µM*	?	-3%
N370S GC mod	-15%	nt	-8%	9%	-3%	19%	nt	7%
TDP1 inh	6%	11%	6%	3%	-1%[0.505 µM]	-2%	0%	6%

#33 COc1ccc(NC(=O)C(=O)Nc2cccc3cccnc23)cc1OC
#34 O=C(CN1C(=O)C2CCCCC2C1=O)Nc1ccc(S(=O)(=O)Nc2ncccn2)cc1 (stereo not given)
#35 CC(C)(C)NCc1cc(Cl)ccc1OCc1ccccc1F
#36 COc1cccc(NC(=S)N2CCC(NC(=O)c3ccco3)CC2)c1
#37 Cn1c(=O)c(CCc2ccccc2)nc2cnc(OCc3ccccc3)nc21
#38 CC1=C(C(=O)OCC2CCCO2)C(c2ccsc2)C2=C(CC(C)(C)CC2=O)N1 (stereo not given)
#39 C/C(=N\NS(=O)(=O)c1ccc(C(C)(C)C)cc1)c1ccccc1
#40 COc1cccc(Cn2nc(C(=O)O)c3ccccc3c2=O)c1
Compound	33	34	35	36	37	38	39	40
DT40 TDP1 no CPT	-10%	-12%	?	-17%	-7%	?	2%	?
N370S GC mod	-2%	5%	-2%	-10%	?	12%	7%	-7%
TDP1 inh	nt	-2%	3%	nt	nt	8%	nt	-3%

#41 C=CCc1cccc(CNc2nc3ccccc3n2CCN2CCOCC2)c1O
#42 C=CCSc1nnc(NC(=O)C2CC(=O)N(c3ccc4c(c3)OCCO4)C2)s1 (stereo not given)
#43 Cc1ccc([N+](=O)[O-])cc1N/C=C1\CCc2ccccc2C1=O
#44 Cc1c(C(=O)N2CCCC2)sc(NC(=O)c2ccccc2)c1C#N
#45 CCN(CC(=O)Nc1c(F)cccc1F)C(=O)CNC(=O)c1cccs1
#46 O=C(CN1CCCN(Cc2ccccc2Cl)S1(=O)=O)Nc1ccc2c(c1)OCCO2
#47 COc1ccc2c(CC(=O)N(C)CC3COc4ccccc4O3)coc2c1 (stereo not given)
#48 Cc1ccc(NC(=O)c2sccc2-n2cccc2)c(C)c1
Compound	41	42	43	44	45	46	47	48
DT40 TDP1 no CPT	?	13%	?	-22%	-3%	-25%	2%	?
N370S GC mod	-23%	nt	-20%	-9%	16%	nt	6%	21%
TDP1 inh	0%	2%	5%	0%	nt	9%	4%	0%

#49 O=C(O)c1cc(-c2ccncc2)nc2ccc(S(=O)(=O)N3CCOCC3)cc12
#50 COc1ccc(Nc2nc3c(S(=O)(=O)c4ccccc4)nnn3c3ccc(Cl)cc23)cc1
#51 N#CC(C#N)=CNc1cccnc1
#52 CCC(=O)N1N=C(c2cccc(NS(C)(=O)=O)c2)CC1c1cccs1 (stereo not given)
#53 COc1ccc(OC)c(CN2CCN(CC(=O)Nc3ccccc3C(=O)NC3CC3)CC2)c1
#54 Brc1ccc(-c2nnc(Cc3ccccc3)o2)cc1
#55 CCOc1ccc(NC(=O)CC2NCCNC2=O)cc1 (stereo not given)
#56 O=C(CSc1ccccc1)N1CCc2ccccc21
Compound	49	50	51	52	53	54	55	56
DT40 TDP1 no CPT	13%	9.2µM*	4%	?	0%	-25%	18%	-1%
N370S GC mod	5%	nt	2%	-10%	nt	3%	-2%	2%
TDP1 inh	3%	-6%	5%	2%	0%	nt	-6%	0%

#57 CCSC1=NCCN1C(=O)c1ccc(S(=O)(=O)N(CC)CC)cc1
#58 CCCC(=O)Oc1ccc(C2NC(=O)c3ccccc3O2)cc1OC (stereo not given)
#59 CC(=O)Nc1ccn(Cc2c(F)cccc2Cl)n1
#60 Cc1c(C(=O)NC2CCOC2)oc2c(F)cccc12 (stereo not given)
#61 COc1ccc2oc(=O)c(N3C(=O)c4ccccc4C3=O)cc2c1
#62 COc1ccc(-c2cc3ccc(O)c(CN4CCC(C)CC4)c3oc2=O)cc1OC
#63 COCCNC(=O)C(C(=O)c1ccc(F)cc1)n1cc(C)ccc1=O (stereo not given)
#64 c1ccc2c3c(cc(N4CCOCC4)c2c1)OC1(N2CCOCC2)CCCCC1O3 (stereo not given)
Compound	57	58	59	60	61	62	63	64
DT40 TDP1 no CPT	1%	-11%	-21%	-3%	-1%	?	-3%	-21%
N370S GC mod	1%	0%	9%	-8%	-9%	nt	1%	20%
TDP1 inh	1%	nt	7%	4%	-1%	3%	5%	1%

#65 O=C(CCc1cccc(Cl)c1)NC1CCCN(Cc2ccccc2F)C1 (stereo not given)
#66 Cc1ccc(C2NCCS2)cc1 (stereo not given)
#67 COc1ccccc1NS(=O)(=O)c1ccc(C)c(C(=O)NNC(=O)c2csc(N3CCOCC3)n2)c1
#68 COc1cccc(C(=O)Nc2cccc3c2ccc2cccn23)c1
#69 O=C1c2ccccc2NC2(CCCC2)N1NS(=O)(=O)c1ccccc1
#70 Cc1ccccc1Cn1ccc(NC(=O)c2cnn3c2NC(c2ccccc2)CC3C(F)(F)F)n1 (stereo not given)
#71 C=CCc1c(C)nc(C)nc1N/N=C/c1ccccc1
#72 O=C(CSc1nnc(COc2ccccc2Cl)o1)NC(=O)NCc1ccco1
Compound	65	66	67	68	69	70	71	72
DT40 TDP1 no CPT	-23%	-10%	0%	23µM*	11%	?	?	?
N370S GC mod	-13%	-1%	nt	3%	2%	-1%	2%	-6%
TDP1 inh	2%	8%	0%	2%	1%	6%	4%	-3%

Reprinted: entries 59 to 72
#59 CC(=O)Nc1ccn(Cc2c(F)cccc2Cl)n1
#60 Cc1c(C(=O)NC2CCOC2)oc2c(F)cccc12 (stereo not given)
#61 COc1ccc2oc(=O)c(N3C(=O)c4ccccc4C3=O)cc2c1
#62 COc1ccc(-c2cc3ccc(O)c(CN4CCC(C)CC4)c3oc2=O)cc1OC
#63 COCCNC(=O)C(C(=O)c1ccc(F)cc1)n1cc(C)ccc1=O (stereo not given)
#64 c1ccc2c3c(cc(N4CCOCC4)c2c1)OC1(N2CCOCC2)CCCCC1O3 (stereo not given)
#65 O=C(CCc1cccc(Cl)c1)NC1CCCN(Cc2ccccc2F)C1 (stereo not given)
#66 Cc1ccc(C2NCCS2)cc1 (stereo not given)
#67 COc1ccccc1NS(=O)(=O)c1ccc(C)c(C(=O)NNC(=O)c2csc(N3CCOCC3)n2)c1
#68 COc1cccc(C(=O)Nc2cccc3c2ccc2cccn23)c1
Compound	59	60	61	62	63	64	65	66	67	68
DT40 TDP1 no CPT	-21%	-3%	-1%	?	-3%	-21%	-23%	-10%	0%	23µM*
N370S GC mod	9%	-8%	-9%	nt	1%	20%	-13%	-1%	nt	3%
TDP1 inh	7%	4%	-1%	3%	5%	1%	2%	8%	0%	2%

#69 O=C1c2ccccc2NC2(CCCC2)N1NS(=O)(=O)c1ccccc1
#70 Cc1ccccc1Cn1ccc(NC(=O)c2cnn3c2NC(c2ccccc2)CC3C(F)(F)F)n1 (stereo not given)
#71 C=CCc1c(C)nc(C)nc1N/N=C/c1ccccc1
#72 O=C(CSc1nnc(COc2ccccc2Cl)o1)NC(=O)NCc1ccco1
Compound	69	70	71	72
DT40 TDP1 no CPT	11%	?	?	?
N370S GC mod	2%	-1%	2%	-6%
TDP1 inh	1%	6%	4%	-3%

New compounds follow.
#73 CCOC(=O)c1ccc(N2C(=O)CC(N3CCOCC3)C2=O)cc1 (stereo not given)
#74 COc1ccc(-c2csc(Nc3ncccc3C)n2)cc1OC
#75 O=C(CNC(c1ccccc1)c1ccccc1)Nc1ccccc1-c1ccccc1
#76 CCOC(=O)CC1C(=O)NCCN1C(=S)Nc1ccccc1 (stereo not given)
#77 COc1ccc(-c2nc3n(n2)C(c2ccncc2)C(C(N)=O)=C(C)N3)cc1 (stereo not given)
#78 C=CCn1c(SCC(=O)Nc2ccc(N3CCOCC3)cc2)nnc1-c1ccco1
#79 C=CCn1sc(=N)c(C#N)c1N
#80 CC(C)(C)c1ccc(C(=O)N2CCC(NC(=O)c3ccccc3)CC2)cc1
#81 Cc1ccc(NC(=O)COC(=O)c2ccc3c(=O)n4c(nc3c2)CCC4)c(Br)c1
Compound	73	74	75	76	77	78	79	80	81
DT40 TDP1 no CPT	-1%	?	18µM*	0%	2%	-12%	?	?	17%
N370S GC mod	-4%	8%	20%	2%	-6%	-2%	4%	-5%	nt
TDP1 inh	2%	7%	-3%	-2%	2%	nt	2%	nt	1%

This is a subset. The share of hits here may be higher or lower than overall.
